PGC1a acetyl inh – modulators of PGC1a acetylation; inhibition, % at 15.6 µM; 350,000 tested, 0.17% active; U2OS PGC1a acetylation, AlphaScreen anti-acetyl-lysine; with virally co-expressed GCN5 acetyltransferase;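 active = every replicate shows inhibition of at least 40%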;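 also: 0% = neutral control wells and 100% = positive control wells; some results beyond the cut were filed as inactive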
FN deposition inh – fibronectin deposition inhibition. AH1F fibroblasts, Alexa488-fibronectin deposition fluorescence, overnight. inhibition, % at 12.6 µM. 350,000 tested, 0.086% active;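 active = mean inhibition across replicates of 30% or more, regardless of how many single replicates reach that level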;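 also: positive control wells lacked labelled fibronectin entirely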
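Material: AH1F fibroblast monolayer depositing Alexa488-labelled fibronectin into matrix | Input: 10000 AH1F cells/well | Medium: DMEM plus 2% serum, read in PBS | Reagent: Alexa488-fibronectin, 24 nM final in well | Compound dosing: One dose per compound, pinned | Schedule: 1 h adhesion, overnight exposure | Measured by: Fluorescence at 485 nm excitation, 525 nm emission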
Casp6 inh – blocks human caspase-6 cleavage activity; inhibition, % at 12.5 µM; P55212; purified caspase-6, Z-VEID-R110 cleavage fluorescence; 350,000 tested, 0.53% active; AID 686996;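 active = mean inhibition across replicates at least about 35%, with every replicate also reaching that limit, limit read from the data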;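 also: 0% = median of neutral control wells and 100% = no fluorescence left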
Target sequence (P55212 24-179 limits assumed): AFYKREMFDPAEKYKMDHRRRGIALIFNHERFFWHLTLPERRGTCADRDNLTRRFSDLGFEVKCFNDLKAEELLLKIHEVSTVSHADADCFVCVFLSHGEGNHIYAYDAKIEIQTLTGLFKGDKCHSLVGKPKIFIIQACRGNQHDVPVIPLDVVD
Target sequence (P55212 194-293 limits assumed): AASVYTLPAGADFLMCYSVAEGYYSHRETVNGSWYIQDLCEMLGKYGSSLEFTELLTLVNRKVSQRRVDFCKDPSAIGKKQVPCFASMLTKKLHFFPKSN
Cneo AK release – Cryptococcus neoformans lysis via adenylate kinase release; C. neoformans lysis, adenylate kinase release luminescence, 4 h; normalised: neutral wells 0, clomiphene wells 100; lysis activity, % at 15 µM; 360,000 tested, 0.2% active;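 active = mean lysis activity across replicates of at least 80%, whatever share of replicates individually reach that level; inactive = mean lysis activity below 80%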
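Material – Cryptococcus neoformans yeast cells · Quantity – 5 × 10^6 yeast cells/mL · Buffer or medium – YPD medium · Compound – single dose · Timing – 4 h static compound exposure, 37 °C, read 1 h post-reagent · Signal – adenylate kinase release luminescence · Read-out basis – lysis from increased AK signal · Benchmarks – Clomiphene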
EWS-Fli block – EWS/Fli transcriptional activity inhibition. A673 NR0B1-luciferase reporter, viability-normalised. inhibition, % at 12.6 µM. 350,000 tested, 0.67% active;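 active = mean inhibition of at least 50% after viability correction, with every replicate also passing that limit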;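 also: firefly luciferase signal divided by Alamar Blue viability fluorescence both relative to DMSO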
PAX8 inh HTS – inhibitors of PAX8 transcriptional activity in RMG-I cells. RMG-I TPO-luciferase reporter, SteadyGlo, 24 h. inhibition, % at 12.6 µM. 360,000 tested, 1.2% active;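 active = mean replicate inhibition at least 60% with every replicate also reaching 60%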;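 also: luciferase light reporting Pax8 driven TPO promoter activity; plate controls were median of neutral control wells for no effect and mitoxantrone controls for full effect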
LGR2 inh – Drosophila LGR2 receptor signaling inhibition. HEK293 LGR2, CRE-luciferase, bursicon-stimulated, 4 h. inhibition, % at 9.99 µM. 380,000 tested, 0.35% active;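 active = drop in luminescence signal, shown as inhibition above about 50% in the replicate tests, limit read from the data, passing the limit was not always enough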;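 also: agonist challenge used bursicon conditioned medium at about half maximal strength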
miR-122 sensor – blocks miR-122 activity in Huh7 sensor cells | Huh7 miR-122 Renilla luciferase sensor, 48 h; neutral wells = 0, positive control = 100 | activation (reporter increase), % at 12.5 µM | 340,000 tested, 0.3% active | AID 602342;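 active = mean replicate activation score at least 90 and every replicate individually at or above 90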;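 also: higher luciferase means less miR-122 activity so hits act as miR-122 inhibitors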
An asterisk follows results filed as active; / = no result given; & = joins results of further samples; [ ] = dose if it differs, or a comment.

SMILES	PGC1a acetyl inh	FN deposition inh	Casp6 inh	Cneo AK release	EWS-Fli block	PAX8 inh HTS	LGR2 inh	miR-122 sensor
CN1CCC(N(C)C(=O)c2cc(-c3ccc(F)cc3)nc3ccccc23)CC1	-2	0	-13	1	-11	-2	2	3
CC(C)NC(=O)Nc1ccc2c(c1)CC(=O)N([C@@H](C)CO)C[C@@H](C)[C@@H](CN(C)C(=O)Nc1ccc3c(c1)OCO3)O2	0	/	/	-11	-7	-18	8	0[16.7 µM]
N#CCSc1nc2ccccc2c(=O)n1CCCC(=O)NCc1ccco1	2	2	0	1	3	4	-1	7
N#CC1=C(N)OC2=C(C(=O)CCC2)C1c1ccccc1 (configuration not stated)	-2	0	-1	/	/	-20	/	-1
Cc1ccc(S(=O)(=O)Nc2ccc(OCC(=O)N3CCOCC3)cc2)c(C)c1NS(C)(=O)=O	/	8	3	-3	2	4	-15	/
CCOC(=O)c1ccc(S(=O)(=O)N2CCC(C(=O)Nc3nnc(C)o3)CC2)cc1	-1	-2	4	5	-4	-14	12	-4
Cc1[nH]c2c(Cl)cccc2c1CCNC(=O)C1CCCCC1C(=O)OCC(F)(F)F (configuration not stated)	/	-6	/	1	/	1	-7	-5
Cc1cc(C)n(Cc2ccc(C(=O)N/N=C/c3ccc(-c4ccc([N+](=O)[O-])cc4)o3)o2)n1	/	2	1	0	/	26	3	5
CC(C)NC(=O)N1CCCCN2[C@H](C1)[C@H](c1ccc(C#C[C@@H](C)O)cc1)[C@@H]2CO	-1	/	2	1	2	-18	-9	1[16.7 µM]
C/C=C/c1ccc2c(c1)O[C@H](CN(C)C(=O)Nc1ccc(F)cc1)[C@@H](C)CN([C@@H](C)CO)S2(=O)=O	0	/	0	3	12	/	17	24[16.7 µM]
C[C@@H]1CN([C@H](C)CO)C(=O)c2cc(C#C[C@@H](C)O)cnc2O[C@H]1CN(C)C(=O)CN1CCOCC1	9	/	2	-2	-6	5	6	0[16.7 µM]
COC(=O)[C@]1(C)N[C@H](c2ccc(-c3ccc(Cl)c(Cl)c3)c(OC)c2)[C@@H]2C(=O)N(C)C(=O)[C@@H]21	/	14	-2	0	9	26	17	/

Taken from above.
`Cc1ccc(S(=O)(=O)Nc2ccc(OCC(=O)N3CCOCC3)cc2)c(C)c1NS(C)(=O)=O` | Casp6 inh: 3
`Cc1[nH]c2c(Cl)cccc2c1CCNC(=O)C1CCCCC1C(=O)OCC(F)(F)F` (configuration not stated) | miR-122 sensor: -5
`COC(=O)[C@]1(C)N[C@H](c2ccc(-c3ccc(Cl)c(Cl)c3)c(OC)c2)[C@@H]2C(=O)N(C)C(=O)[C@@H]21` | Cneo AK release: 0

Continuation.
SMILES	PGC1a acetyl inh	FN deposition inh	Casp6 inh	Cneo AK release	EWS-Fli block	PAX8 inh HTS	LGR2 inh	miR-122 sensor
COc1ccccc1C(CNC(=O)c1cccc(S(=O)(=O)N2c3ccccc3CC2C)c1)N(C)C (configuration not stated)	-6	0	-10	0	11	6	4	-2
C/C(=N\NC(=O)c1ccc(CN2CCc3ccccc3C2)cc1)c1ccccc1O	13	9	-3	/	23	11	11	-4
O=C(O)C[C@H]1CC[C@H](NC(=O)Nc2cc(F)ccc2F)[C@@H](CO)O1	1	/	-2	0	1	-21	-8	/
Cc1cccc(N=NC(=S)NNc2cccc(C)c2)c1	8	2	0	/	-96	-86	-141	15
Cc1ccn2c(C(=O)N/N=C/c3ccc(Cl)cc3)c(C)nc2c1	/	1	-2	-1	10	1	8	/
CCOC(=O)N1CCN(C(=S)NC(=O)c2cccc(OC)c2)CC1	/	0	-1	0	3	-10	-1	/
Cc1ccc(-n2nc(C)c(/C=N/NC(=O)c3cccs3)c2Cl)cc1	/	18	-1	/	-23	41	/	/
COc1cc(OC)c(OC)cc1/C=C1\CC(C)C/C(=C\c2cc(OC)c(OC)cc2OC)C1=O (configuration not stated)	18	17	-2	0	5	74*	16	-32
COc1cc(C2C3=C(CC(C)(C)CC3=O)Nc3c2c(=O)[nH]c(=O)n3Cc2ccccc2)ccc1O (configuration not stated)	/	-5	/	-2	/	15	-3	/
CN(C)C(=O)c1ccc(-c2ccc3c(c2)[C@@H]2[C@@H](CCN2C(=O)C2CCOCC2)[C@H](CO)N3C)cc1	-7	-12	-4	0	-8	12	-2	15[16.7 µM]
COCCNC(=O)C[C@H]1CC[C@@H]2[C@@H](COc3ccc(NC(C)=O)cc3C(=O)N2C)O1	2	-19	/	52	2	54	-4	54[16.7 µM]
N#C/C(=C\c1ccc(-c2ccccc2[N+](=O)[O-])o1)C(=O)N1CCOCC1	8	/	-1	/	0	8	15	-1
COc1cccc(-c2ccc([C@H]3[C@@H](CO)N4CCCCN(CC5CCOCC5)C[C@@H]34)cc2)c1	-2	/	2	1	-8	-27	/	21[16.7 µM]
CS(=O)(=O)c1ccccc1-c1nnc(NC(=O)c2ccco2)o1	/	3	0	-2	8	6	4	-6
CCN(CC)c1ccc(C=Nc2ccccc2C)c(O)c1	2	-5	2	7	-24	2	/	4
COc1ccccc1N1CCN(c2ccc([N+](=O)[O-])nc2)CC1	/	0	-1	1	-11	5	/	4
CC1(C)CC(=O)C(C(C2=C(O)CC(C)(C)CC2=O)c2ccc(O)c([N+](=O)[O-])c2)=C(O)C1	-4	/	7	/	4	23	-10	1
O=C(Nc1cccc(F)c1)N1CC(=O)N2[C@H](CO)[C@@H](c3ccc(C#CCC4CCCC4)cc3)[C@@H]2C1	-15	/	0	/	-15	-17	-4	/
CCSc1ccc2c(c1)N(CCCN1CCN(C)CC1)c1ccccc1S2	/	-7	-19	4	15	9	-1	-3
C[C@@H]1CN([C@@H](C)CO)C(=O)c2cc(NC(=O)Cn3cnnn3)ccc2O[C@@H]1CN(C)C(=O)Nc1ccccc1	7	/	-1	-2	-6	/	-10	6[16.7 µM]
O=C(Cc1ccccc1)N1CC(=O)N2[C@H](C1)[C@@H](c1ccc(-c3ccccc3)cc1)[C@@H]2CO	4	/	1	/	0	31	-2	/
O=C1OC(/C=C/c2ccccc2)=NC/1=C/C=C/c1ccccc1	/	9	/	-3	/	3	20	-7
O=[N+]([O-])c1ccc(Sc2ccccc2Cl)nc1	-9	-10	/	3	/	/	/	1
CN(C(=O)COC(=O)CNC(=O)c1ccccc1Cl)c1ccccc1	-2	6	-2	/	-5	10	1	-2
Cc1ccc(-n2nnnc2SC(C)C(=O)Nc2ccc(Cl)cn2)cc1 (configuration not stated)	-7	-12	/	4	/	/	8	-3
Fc1ccc(OCc2nc(-c3cccs3)no2)cc1	5	6	0	0	-98	-228	-75	-4
O=C(C[C@@H]1C[C@H]2c3cc(NC(=O)NC4CCCC4)ccc3O[C@H]2[C@H](CO)O1)NCc1ccccc1F	-5	-5	-3	50	-1	9	-12	-2[16.7 µM]
C[C@@H]1CN([C@H](C)CO)C(=O)c2cc(NC(=O)CCCN(C)C)ccc2O[C@@H](C)CCCCO[C@@H]1CN(C)CC1CCCCC1	8	/	-38	-3	-5	5	-22	2[16.7 µM]
CC(C)c1nnc(NC(=O)CCC(=O)NC2CCCCCC2)s1	4	5	-1	-1	2	5	17	3
COc1ccccc1CCc1nnc(CCC(=O)NCCCOc2cccnc2)o1	-5	/	0	0	5	1	9	0
Cn1cnc(S(=O)(=O)N2CC[C@@H]3[C@H]2c2cc(C#CC4CCCC4)ccc2N[C@@H]3CO)c1	/	-10	1	/	-1	/	3	/
O=C(NCCOc1ccc(F)cc1)C1CCC(=O)N(CCc2ccccn2)C1 (configuration not stated)	5	/	2	2	-4	-7	-8	1
N#Cc1ccsc1NC(=O)c1ccc(Cl)c([N+](=O)[O-])c1	3	-2	-3	/	-29	-19	-28	-3
Cc1nc2ccccn2c1C(=O)N=Nc1c(O)[nH]c2ccccc12	4	2	/	-4	/	-67	-26	-4
CCOc1ccc(NS(=O)(=O)c2ccc(-c3cnc(C4CC4)o3)cc2)cc1	/	3	0	15	22	14	8	/
O=C1CCC(C(=O)OCC(=O)Nc2cc(Cl)ccc2F)=NN1	-5	1	-1	0	-2	/	-1	-3
Cc1cc(NCc2ccccc2)nc(-c2ccccc2O)n1	-9	-20	3	-5	/	/	-32	-4
COc1ccc(S(=O)(=O)Nc2cccc3c2O[C@@H](CN(C)Cc2ccc(C(=O)O)cc2)[C@@H](C)CN([C@H](C)CO)C3=O)cc1	-4	-7&3	1	6	-7&-10	-14	-4&2	-1[16.7 µM]
Cc1noc(C)c1S(=O)(=O)Nc1ccc2c(c1)CC(=O)N([C@@H](C)CO)C[C@@H](C)[C@H](CN(C)S(=O)(=O)c1ccccc1)O2	7	/	-2	-1	-4	4	-3	1[16.7 µM]
Cc1ccc(NC2=C(Cl)C(=O)OC2OC(=O)c2ccco2)cc1 (configuration not stated)	-8	/	-3	-1	17	/	15	/
CC1=C(C(=O)N2CCCCCC2)CC(CC(=O)NC(c2ccccc2)c2ccccc2)C(=O)N1Cc1ccccc1 (configuration not stated)	-20	14	3	-7	2	-7	4	-5
CCN(CC(=O)Nc1ccc(S(N)(=O)=O)cc1)S(=O)(=O)c1cc(C)ccc1OC	5	/	/	4	/	/	-18	16
O=C(c1ccco1)N1CCN(c2ncccn2)CC1	/	-2	-2	-5	-14	-4	3	-4
O=C(NCC(=O)N1CCN(C(=O)c2ccccc2)CC1)c1ccccc1	2	0	-3	0	-2	11	2	-1
O=C(CN1CCN(S(=O)(=O)c2ccccc2F)CC1)N1CCc2ccccc2C1	0	0	-4	1	3	-14	-13	-8
CC(C)(C)c1nnc2sc(SCC(=O)c3ccc4c(c3)OCCO4)nn2c1=O	0	-1	6	-2	6	15	12	-5
CC(=O)N1[C@@H]2Cn3c(ccc(-c4ccncc4)c3=O)[C@H]1[C@@H](C(=O)NC1Cc3ccccc3C1)[C@@H]2CO	/	/	2	-4	2	3	4	-1[16.7 µM]
CCOCCCNc1nc(C(F)(F)F)nc2c1nnn2Cc1ccccc1Cl	-4	-6	1	-1	19	-15	7	-3
CC#CC(=O)NC1CCCN(C2Cc3ccccc3C2)C1 (configuration not stated)	-15	-2	-1	0	5	17	4	-1
CO[C@H]1CC[C@H]2CCN(C)C(=O)[C@@H](C)[C@@H](OC)CN(C)C(=O)c3cc(C#N)ccc3OC[C@@H]1O2	1	-9	-92	8	-8	-8	-11	/
COc1ccc(-c2ccc3c(c2)c(Sc2ccccc2)c(-c2ccccc2)n3C)cc1	/	/	-1	/	-8	1	-1	/
Cc1ccc(S(=O)(=O)CCN2CCC(O)(c3ccccc3)CC2)cc1	3	2	17	6	2	4	-5	-8
CCOC(=O)[C@H]1[C@H]2COc3ccc(OC)cc3[C@H]2N2C(=O)CNC(=O)[C@@]12C	/	3	1	1	-10	-5	-3	-8
Cc1cc(=O)n(CC(=O)O)c2ccccc12	4	4	-6	/	4	13	-7	/
CCOc1ccc(S(=O)(=O)NNC(=O)c2cc3ccccc3o2)cc1	0	-2	/	-2	/	/	1	-3
CCCC/C(C)=N/NC(=O)CN(c1ccc(Br)cc1)S(=O)(=O)c1ccccc1	1	/	/	10	/	/	7	-4
Cc1ccc(-n2c(=O)c3sccc3n(CC(=O)NC3CCCCC3)c2=O)cc1	8	0	2	7	3	10	-7	-17
O=C(CN1CCCCCC1)NCCc1ccc(F)cc1	-3	/	-2	-2	-2	/	8	4
Cc1cc(OC(=O)c2cc(Br)ccc2Cl)c([N+](=O)[O-])c(=O)[nH]1	19	0	2	-2	-10	-2	-4	-4

Assay outcomes deposited in PubChem BioAssay by Broad Institute.

Not a hit list (roughly 2.5% active in at least one column).
